# Screening results as filed in PubChem.
# TSHR antag: Antagonists of the Thyroid Stimulating Hormone Receptor: HTS campaign. Thyrotropin receptor (Homo sapiens), P16473. TSHR-expressing cells, TSH-stimulated cAMP HTRF, 2 h; hits give low values. activity change, negative = inhibition, % at 11.5 µM. actives 0.2% (n = 330,000). AID 504810, 2011;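 active = activity change below a set negative limit, meaning inhibition stronger than a set level, cut at about -70% in these data; inconclusive = activity change between two set negative limits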; note: % is set by controls: 0 for no effect and ±100 for the full control effect
#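 Freshly harvested TSHR cells receive pin-tooled compound, then EC80 TSH at 4nM final. After 2 hours at 37 deg C, antibody in lysis buffer and cAMP-d2 are added; 30 minutes at ambient temperature precede the HTRF read.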
# Mito fusion act: qHTS Assay for Small Molecule Inhibitors of Mitochondrial Division or Activators of Mitochondrial Fusion; Potency, µM (series often up to 46.1 µM), without a hit: at the highest dose growth rescue (activation), actives largely listed as activators; S. cerevisiae fusion-defective mutant growth rescue, CellTiterGlo 48 h; actives 0.23% (n = 320,000);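 note: potency is the fitted concentration of half-maximal effect; % of control where 0% means no effect; nearly all actives have a fitted effect of over 45% in size; temperature-sensitive fusion mutants such as fzo1-1 at 37 °C on non-fermentable ethanol glycerol medium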
#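 S. cerevisiae fusion-defective temperature-sensitive mutants (e.g. fzo1-1, mgm1-5) grown 48 h at 37C in YPEG (ethanol/glycerol non-fermentable) medium with 23 nl compound per well; growth rescue read as CellTiterGlo luminescence.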
# BCR signal inh: qHTS Assay to Find Inhibitors of Chronic Active B-Cell Receptor Signaling; ABC-DLBCL IkBa-CBG/CBR reporter, luminescence ratio, 4 h; Potency, µM (series often up to 46.1 µM), for inactives: at the top dose ratio change, negative = lower green/red ratio, hits mostly inhibitors; actives 0.05% (n = 340,000); active = well fitted inhibition curve with a large enough effect in the signal ratio, with a control signal flat, not every such curve was filed as active; inconclusive = small, poorly fitted or top-dose-only effect, or effect the other way, or a change in a side signal; the % refers to the signal ratio;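 note: potency is the fitted concentration of half-maximal effect; plate controls were basal doxycycline-induced cells for no effect and cells given 10 µM MG132 for full effect; MG132 reads +100%, hits lower the ratio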
#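 Compounds up to 46 uM were incubated four hours with TMD8 cells whose green CBG68 luciferase is fused to IkappaBalpha; red CBR luminescence normalised the signal, and concentration-effect curves were fitted to fusion, red and ratio data.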
# uPA generation: qHTS for Inhibitors of Cell Surface uPA Generation; AID 540303, 2011; Potency, µM (highest dose often 38.3 µM), for the others: top-dose activity change, negative = inhibition, hits mostly inhibitors; actives 0.31% (n = 330,000); cell surface uPA generation assay, qHTS; active = well fitted inhibition curve with a large enough effect; inconclusive = small, poorly fitted or top-dose-only effect; inactive = no such curve, though single readings can be large or run the other way; tested in mouse RAW 264.7 cells; note: potency is the fitted concentration of half-maximal effect; % is set by controls: 0 for no effect and ±100 for the full control effect; nearly all actives have a fitted effect of over 55% in size
# TCR activator: Activators of T cell receptors: qHTS campaign; Potency, µM (doses to about 9.22 µM), inactives show at the top dose activation of IL-2 secretion, hits mostly activators; primary human leukocytes, anti-CD3, IL-2 HTRF, 48 h; 330,000 tested, under 10 active; note: % of control where 0% means no effect
#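 Primary human leukocytes receive a-CD3 beads and test compound and are incubated 48 hr. Secreted IL-2 is then assayed by HTRF, measuring 665nm acceptor emission after 320nm excitation of the europium donor.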
# ELG1 repair inh: qHTS screen for small molecules that inhibit ELG1-dependent DNA repair in human embryonic kidney (HEK293T) cells expressing luciferase-tagged ELG1 | Potency, µM (highest dose often 46.1 µM), for the others: top-dose activity change, negative = inhibition, most hits filed as inhibitors | AID 504467, 2011 | actives 2.3% (n = 330,000) | HEK293T ELG1-luciferase reporter, luminescence, 16 h; DNA damage induced by 5-fluorouridine; note: potency is the fitted concentration of half-maximal effect; % is set by controls: 0 for no effect and ±100 for the full control effect; nearly all actives have a fitted effect of over 55% in size
#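 Quantitative HTS, concentration-response format. 2,000 cells/well co-treated with 5-fluorouridine and compound, 16 hr in 5% CO2 at 37 °C; ONE-Glo luminescence read after 30 min.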
# Tb PFK inh: qHTS Assay to Find Inhibitors of T. brucei phosphofructokinase | Potency, µM (top dose mostly 57.5 µM), for inactives: at the top dose activity, negative = inhibition, actives largely listed as inhibitors | AID 485367, 2010 | actives 0.17% (n = 330,000) | T. brucei PFK, ADP-Glo luminescence;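 note: potency is the fitted concentration of half-maximal effect; 0% = uninhibited 1x PFK enzyme wells and -100% = no-enzyme wells; nearly all actives have a fitted effect of over 60% in size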
#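 Compounds were pin-transferred as a titration series up to 57 uM into substrate buffer (0.5 mM F6P, 0.1 mM ATP, pH 8.0), then 1.25 nM PFK was added and reactions ran 45 min before ADP-Glo detection.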
# PTAP TSG101 blk: qHTS Assay for Iinhibitors of HIV-1 Budding by Blocking the Interaction of PTAP/TSG101. Potency, µM (top dose mostly 115 µM), for the others: at the highest dose activity change, negative = inhibition, hits mostly inhibitors. Tumor susceptibility gene 101 protein (Homo sapiens), Q99816. Fluorescence polarization, FITC-PTAP peptide / Tsg101 binding. 340,000 tested, under 10 active; active = well fitted inhibition curve with a large enough effect in the main read-out, with a control signal flat, not every such curve was filed as active; inconclusive = small, poorly fitted or top-dose-only effect, or effect the other way, or a change in a side signal; inactive = no such curve, though single readings can be large or run the other way; note: potency is the fitted concentration of half-maximal effect; % of control where 0% means no effect
# Target sequence (Q99816 whole entry, looked up): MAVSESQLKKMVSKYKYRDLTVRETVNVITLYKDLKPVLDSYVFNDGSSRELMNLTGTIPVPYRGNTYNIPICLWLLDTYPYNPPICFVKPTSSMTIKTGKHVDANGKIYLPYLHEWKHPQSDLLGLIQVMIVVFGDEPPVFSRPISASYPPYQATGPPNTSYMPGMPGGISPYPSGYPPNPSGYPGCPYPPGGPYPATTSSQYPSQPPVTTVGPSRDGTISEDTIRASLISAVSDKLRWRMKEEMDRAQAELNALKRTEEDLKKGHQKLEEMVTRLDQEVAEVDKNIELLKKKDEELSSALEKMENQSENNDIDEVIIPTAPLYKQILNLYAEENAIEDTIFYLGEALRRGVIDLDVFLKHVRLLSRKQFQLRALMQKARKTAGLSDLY
#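 Fluorescence polarization binding of Tsg101 binding domain (10 uM final) to FITC-labeled PTAP peptide (50 nM final) in HEPES pH 7.5 buffer with NaCl, Tween 20, EDTA, TCEP. Compounds added before peptide; binding 20 min at RT.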
# B2AR arrestin: qHTS assay of beta-arrestin-biased ligands of beta2-adrenergic receptor. AID 492947, 2010. actives 0.02% (n = 330,000). beta-arrestin recruitment to beta2AR, cell-based reporter. Potency, µM (top dose mostly 46.1 µM), without a hit: top-dose activation, most hits filed as activators. Beta-2 adrenergic receptor (Homo sapiens), P07550;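 note: potency is the fitted concentration of half-maximal effect; 0% = DMSO controls and full agonism = EC100 isoproterenol or metaproterenol; nearly all actives have a fitted effect of over 65% in size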
# Target sequence (P07550 whole entry, looked up): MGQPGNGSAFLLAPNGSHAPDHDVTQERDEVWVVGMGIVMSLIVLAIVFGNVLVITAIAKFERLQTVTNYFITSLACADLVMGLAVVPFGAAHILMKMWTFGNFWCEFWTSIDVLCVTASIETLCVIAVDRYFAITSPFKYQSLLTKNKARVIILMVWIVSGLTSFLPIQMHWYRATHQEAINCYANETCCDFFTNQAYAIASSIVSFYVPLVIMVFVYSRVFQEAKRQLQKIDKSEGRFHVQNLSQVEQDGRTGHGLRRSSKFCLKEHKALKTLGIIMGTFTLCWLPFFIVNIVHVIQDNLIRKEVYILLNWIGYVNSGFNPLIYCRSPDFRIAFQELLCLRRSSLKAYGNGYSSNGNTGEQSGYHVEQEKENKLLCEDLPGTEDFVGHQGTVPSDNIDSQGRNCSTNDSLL
# Eya2 inh: qHTS Assay for Inhibitors of the Phosphatase Activity of Eya2 | recombinant Eya2, OMFP fluorescence dephosphorylation (OMFP is methylfluorescein phosphate) | Potency, µM (doses to about 76.9 µM), for the others: at the highest dose activity, negative = inhibition, most hits filed as inhibitors | actives 0.006% (n = 330,000); note: potency is the fitted concentration of half-maximal effect; % is set by controls: 0 for no effect and ±100 for the full control effect
#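 Eya2 (0.2 uM) preincubated 10 min at ambient with compound, then OMFP substrate added at 50 uM; 10 min reaction in 50 mM HEPES pH 7.5, 50 mM NaCl, 5 uM MgCl2, 0.05% BSA, 1 mM DTT. Fluorescence read at Ex 485/Em 525 nm.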
# USP2a block: qHTS Assay for Inhibitors of Ubiquitin-specific Protease USP2a Using CHOP2 as the Reporter; Ubiquitin carboxyl-terminal hydrolase 2 (Homo sapiens), O75604; USP2 core, Ub-CHOP2 coupled fluorogenic reporter, 485/531; Potency, µM (highest dose often 38.3 µM), for the others: top-dose activity change, negative = inhibition, usual class: inhibitors; actives 0.01% (n = 330,000); AID 463254, 2010;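 note: potency is the fitted concentration of half-maximal effect; plate controls were DMSO wells for no effect and full inhibition by NEM control for full effect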
#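 USP2 core (10nM final) preincubated 30min RT with compound in 20mM Tris-HCl pH 8.0, 2mM CaCl2, 2mM beta-mercaptoethanol, 0.05% CHAPS; 25nM Ub-CHOP2 plus 25nM reporter substrate added, fluorescence (Ex485/Em531) read after 60min.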
# Active calls of the source: *; ? = inconclusive; · = not tested or not shown; [ ] = another dose, or the depositor's remark. Unless noted, calls come from the whole dose curve; as a rule, active = well fitted curve in the direction sought with a large enough effect; inconclusive = small, poorly fitted or top-dose-only effect, or another doubt; inactive = no such curve, though single readings can be large; an effect the other way counts as inactive or inconclusive.
SMILES,TSHR antag,Mito fusion act,BCR signal inh,uPA generation,TCR activator,ELG1 repair inh,Tb PFK inh,PTAP TSG101 blk,B2AR arrestin,Eya2 inh,USP2a block
COc1cc(CC(=O)Nc2ncc(C)s2)cc(OC)c1OC,-4,-5%,-2%,9%,2%,?,15%,-7%,-0.1%,13%,3%
COc1cc(CCC(=O)OCc2nnc(-c3ccccc3)o2)cc(OC)c1OC,-3,-4%,2%,5%,-3%,15%,1%,-5%,-0.5%,8%,2%
CCCc1nnc(NC(=O)COC(=O)c2cc(C)nc3ccccc23)s1,0,-1%,0%,6%,2%,6%,0%,-5%,-0.2%,-33%,1%
CCOc1ccc(CNCc2cccnc2)cc1,-2,2%,3%,-1%,6%[46.1 µM],0%,3%,-6%,0.3%,3%,1%
O=C(CCn1nc(-c2ccc(F)cc2)ccc1=O)NCc1ccccc1,24,8%,-24%,-2%,-5%,?,7%,-4%,0.4%,3%,3%
C=CCn1c(SCC(=O)NC2CCCC2)nnc1-c1ccncc1,2,2%,1%,9%,8%,2%,-1%,2%,-0.5%,1%,-2%
Cc1ccc(-n2[nH]c(C)c(/C=C3/C=Nc4ccccc43)c2=O)cc1C,-6,-6%,17%,-7%,-6%[46.1 µM],?,1%,-1%,-0.5%,-5%,-1%
CCCC1C(=O)N2C(N(C)C)=Nc3ccc(C)cc3N2C1=O (configuration not stated),3,9%,-9%,-1%,-11%,?,-2%,1%,0.0%,-1%,0%
CCCCC(=O)Nc1ccc(NC(=O)c2ccc3c(c2)OCO3)cc1OC,1,14%,?,-2%,0%,-1%,-9%,0%,3.0%,0%,2%
COc1ccc(N2CCN(CC(=O)Nc3ccc(C)cc3)CC2)cc1,-18,7%,2%,7%,-3%,-29%,-2%,-6%,-0.1%,-6%,-1%
Cc1ccc2[nH]cc(CCCN3C(=O)c4ccccc4C3=O)c2c1,-31,6%,?,16%,3%[46.1 µM],3%,-5%,-1%,0.0%,2%,-3%
CCCCc1cc(=O)oc2c(C)c(OCc3nn[nH]n3)ccc12,-4,-5%,1%,1%,1%,-1%,2%,-10%,-0.8%,0%,1%
COc1ccc(CNc2ncnc3sccc23)cc1,-23,-49%[inhibitor],-25%,4%,-64%,1.8µM*,-3%,-2%,-0.4%,-2%,2%
CCOC(=O)c1c(C)[nH]c(C(=O)COC(=O)CNC(=O)c2ccccc2Cl)c1C,18,5%,?,2%,0%[46.1 µM],?,3%,-2%,0.9%,-5%,-1%
COC(=O)[C@@H]1OC(=O)[C@H]2O[C@@]23[C@@]1(C)CC[C@@H]1[C@@]2(C)C=CC(=O)OC(C)(C)[C@@H]2CC(=O)[C@]13C,-4,1%,-1%,-9%,1%,16%,1%,-2%,0.0%,4%,-6%
O=C(Cn1cc(S(=O)(=O)Cc2ccccc2F)c2ccccc21)N1CCOCC1,21,-1%,?,11%,-7%,8%,0%,-3%,0.0%,-12%,-1%
Cc1ccc(S(=O)(=O)N(C)C)cc1NC(=O)C(C)N(C)Cc1sccc1C (configuration not stated),1,8%,-12%,-12%,-1%,-20%,2%,2%,0.2%,-25%,0%
CCc1nn(CC(=O)NCCCN(C)C2CCCCC2)c(=O)c2cc3occc3n12,2,1%,1%,-1%,-28%,19%,0%,-3%,-0.1%,?,-1%
CCOc1ccc2[nH]cc(S(=O)(=O)c3ccc(C)cc3)c(=O)c2c1,-6,9%,8%,-1%,4%,16µM*,8%,-2%,-0.1%,6%,2%
O=C(COC(=O)c1cc(Cl)ccc1O)c1ccc2c(c1)OCO2,2,1%,0%,3%,-5%,?,-2%,-1%,-0.3%,16%,-1%
O=C(CNC(=O)c1ccc(-c2ccccc2)cc1)Nc1ccc(S(=O)(=O)Nc2ncccn2)cc1,-5,3%,?,-21%,7%,26%,-6%,1%,-0.8%,-9%,0%
COc1ccc(N(CC(=O)Nc2nc3ccc(C)cc3s2)S(=O)(=O)c2c(C)nn(C)c2C)cc1,-3,7%,?,9%,-14%,18µM*,1%,0%,-0.6%,-8%,-10%
O=C(c1cc2ccccc2oc1=O)N1CCOCC1,-1,-4%,?,1%,-1%,?,0%,-1%,-0.2%,-5%,6%
Cc1ccccc1OCC1Cn2c(nc3c2c(=O)n(C)c(=O)n3C)O1 (configuration not stated),-3,-1%,-4%,1%,-10%,?,1%,0%,0.0%,1%,-1%
COc1ccc(CC(=O)Nc2ccc(N3CCOCC3)cc2)cc1S(=O)(=O)N1CCOCC1,5,-1%,-1%,3%,-3%,11%,-4%,-3%,-0.8%,-8%,1%
CCCCCC(=O)Nc1ccc(S(=O)(=O)Nc2ccc(Cl)nn2)cc1,-2,1%,6%,1%,-7%[46.1 µM],3%,1%,-7%,-1.6%,4%,5%
Nc1nnc(SCC(=O)Nc2ccc3c(c2)OCCO3)s1,1,0%,?,-8%,0%,?,6%,-7%,0.0%,15%,-1%
CCCCC(c1nnnn1Cc1ccco1)N1CCN(c2nc3ccccc3s2)CC1 (configuration not stated),-24,27%,2%,-1%,-2%,?,-2%,-5%,0.4%,-4%,0%
Cc1ccc(S(=O)(=O)N(C)C)cc1NC(=O)c1cc(=O)[nH]c2ccccc12,8,2%,3%,12%,-6%,-7%,4%,-1%,-0.3%,?,2%
CN(C)S(=O)(=O)c1cc(NC(=O)CSc2ncc(C(F)(F)F)cc2Cl)ccc1Cl,8,7%,-11%,16%,-7%[46.1 µM],?,-1%,-9%,-0.2%,-8%,-9%
O=C(CCCN1C(=O)/C(=C\c2cccc(Br)c2)SC1=S)Nc1cccnc1,-11,1%,?,0%,9%,?,-2%,-3%,-0.5%,-7%,-9%
Cc1ccc(CN2C(=O)N/C(=C\c3ccc(N4CCOCC4)cc3)C2=O)cc1,-12,0%,?,-1%,12%[46.1 µM],?,0%,1%,-1.8%,-4%,1%
CN(c1nc2ccccc2n2c(-c3ccco3)nnc12)S(=O)(=O)c1ccccc1,59,3%,4%,·,-36%,27%,2%,0%,0.2%,1%,1%
Cc1ccc(C)c(OCc2cc(C(=O)N(C)Cc3nccs3)no2)c1,-5,12%,5%,1%,-4%,?,-2%,1%,-0.2%,7%,0%
CCN(CC(=O)NC(=O)NCc1ccccc1)Cc1nc2ccccc2c(=O)[nH]1,-8,-2%,?,-4%,6%,?,-3%,-4%,-0.1%,2%,1%
CCOc1cc(/C=C2\N=C(C)OC2=O)cc(Br)c1OCC(=O)OC,21,2%,15%,16%,2%,-23%,0%,-7%,6.1%,?,-10%
Cn1c(=O)c2c(O)c(Cc3ccccc3)c(=O)[nH]c2n(C)c1=O,-8,20µM*,8%,4%,2%[46.1 µM],2%,0%,0%,0.0%,3%,2%
Cc1cccc(NC(=O)C2C(c3ccccc3)C2(Cl)Cl)c1 (configuration not stated),-26,?,-24%,-7%,-2%,?,-7%,-2%,-0.7%,-11%,-5%
O=C(N/C(=C/c1ccco1)C(=O)N1CCCCCC1)c1cccs1,16,7%,-7%,·,10%,-12%,-1%,-1%,-0.4%,2%,2%
Cc1cccc(NC(=O)Cn2nnc(C(=O)NCc3ccco3)c2N)c1,18,-3%,2%,10%,3%,5%,1%,-4%,0.0%,-24%,0%

# Random draw from the library; any-hit rate near 3%.
